From PubChem BioAssay
ATG4B inhibitor: ATG4B (human) cysteine protease inhibition | Q9Y4P1 | ATG4B cleavage of LC3-PLA2, NBD-HPC fluorescence, 1 h | inhibition, % at 8.33 µM | 340,000 tested, 0.51% active; in the data active = inhibition above about 40%
GRIN3A LBD mod: NR3A (human) ligand-binding domain modulation; 340,000 tested, 2.5% active; Tm shift relative to glycine control, % at 25 µM; NR3A LBD differential scanning fluorimetry, Tm shift; 0% = protein alone, 100% = glycine-bound protein;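 active = melting temperature shift of at least 10% of the positive control shift, at one fixed dose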
MPTP block: blocks calcium-induced mitochondrial swelling; isolated mouse mitochondria, Ca2+ swelling absorbance, 30 min; inhibition, % at 10 µM; 360,000 tested, 1.4% active; AID 602449;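 active = inhibition of 50% or more, scaled per plate between neutral and stimulator controls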;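 note: 0% = DMSO wells given calcium and 100% = 1 mM EGTA wells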
PfGluPho inh: PfG6PD (Plasmodium falciparum) enzyme inhibition; PfGluPho enzyme, NADPH resazurin-diaphorase fluorescence; 350,000 tested, 0.78% active; inhibition, % at 20 µM; AID 504690;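 active = inhibition reaching at least a set limit at 20 µM in the primary screen, cut at about 59% in these data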;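 note: 0% = DMSO wells with substrate and 100% = DMSO wells lacking glucose-6-phosphate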
SENP1 FRET inh: SENP1 (human) catalytic domain inhibition | 360,000 tested, 0.21% active | inhibition, % at 10 µM | AID 624204 | recombinant SENP1 catalytic domain, CyPet-SUMO1-YPet FRET cleavage;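 active = inhibition at least 30% at 10 µM, raw YFP signal under a set limit, fluorescence ratio 0.5 to 1.5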;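 note: 0% = enzyme with DMSO and 100% = no enzyme wells; some results filed as inactive read as strong as hits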
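Assay system – human recombinant His6-tagged SENP1 catalytic domain enzyme · Input – SENP1 enzyme, 20 pM final · Buffer or medium – Tris pH 8 buffer plus EDTA, NaCl, BME, BSA, NP40, catalase · Schedule – 50 min reaction at room temperature · Technique – FRET read of cyan and yellow fluorescence · Control set – no-enzyme wells low, DMSO-plus-enzyme wells high control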
hIAP act: human IAP activation. activation factor at 10 µM. 330,000 tested, 0.16% active. purified human IAP, CDP-Star luminescence, 30 min; active compounds read high; 1 = vehicle-only enzyme, 0 = enzyme-free background. P09923;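 active = activation factor of the enzyme at least 2-fold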; note: the source names both 10 and 20 µM as test concentration; values of inactives mirror those of a sister screen read the other way
Target sequence (P09923 whole entry, looked up): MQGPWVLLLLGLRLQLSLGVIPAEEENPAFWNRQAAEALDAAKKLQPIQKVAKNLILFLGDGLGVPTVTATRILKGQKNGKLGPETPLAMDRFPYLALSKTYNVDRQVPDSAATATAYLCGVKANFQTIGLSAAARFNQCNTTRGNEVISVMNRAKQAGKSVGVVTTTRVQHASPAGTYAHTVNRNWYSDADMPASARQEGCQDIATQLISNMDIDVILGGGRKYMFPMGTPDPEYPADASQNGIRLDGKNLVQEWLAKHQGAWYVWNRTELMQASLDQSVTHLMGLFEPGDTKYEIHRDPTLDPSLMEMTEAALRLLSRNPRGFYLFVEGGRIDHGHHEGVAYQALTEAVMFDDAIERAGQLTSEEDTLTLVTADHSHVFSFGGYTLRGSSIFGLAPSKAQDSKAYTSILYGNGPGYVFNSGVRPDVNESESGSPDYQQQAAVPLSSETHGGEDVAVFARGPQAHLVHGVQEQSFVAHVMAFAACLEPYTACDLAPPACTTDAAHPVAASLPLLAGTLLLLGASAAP
SENP8 block: blocks human SENP8 cleavage of Nedd8 substrate | Q96LD8 | recombinant SENP8, Nedd8 substrate fluorescence | 360,000 tested, 0.64% active | AID 602440 | inhibition, % at 20 µM; in the data active = inhibition mostly above about 40%, no sharp cut-off; inactive = mostly below about 27%
SENP6 inh: blocks the human protease SENP6; Q9GZR1; Recombinant SENP6 catalytic domain, aminoluciferin luminescence; inhibition, % at 10 µM; 330,000 tested, 1.8% active; AID 2599;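 active = inhibition above about 50% at the single tested dose, limit read from the data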;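 note: plate controls were DMSO wells with enzyme for no effect and DMSO wells lacking enzyme for full effect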
Target sequence (Q9GZR1 628-1112 limits assumed): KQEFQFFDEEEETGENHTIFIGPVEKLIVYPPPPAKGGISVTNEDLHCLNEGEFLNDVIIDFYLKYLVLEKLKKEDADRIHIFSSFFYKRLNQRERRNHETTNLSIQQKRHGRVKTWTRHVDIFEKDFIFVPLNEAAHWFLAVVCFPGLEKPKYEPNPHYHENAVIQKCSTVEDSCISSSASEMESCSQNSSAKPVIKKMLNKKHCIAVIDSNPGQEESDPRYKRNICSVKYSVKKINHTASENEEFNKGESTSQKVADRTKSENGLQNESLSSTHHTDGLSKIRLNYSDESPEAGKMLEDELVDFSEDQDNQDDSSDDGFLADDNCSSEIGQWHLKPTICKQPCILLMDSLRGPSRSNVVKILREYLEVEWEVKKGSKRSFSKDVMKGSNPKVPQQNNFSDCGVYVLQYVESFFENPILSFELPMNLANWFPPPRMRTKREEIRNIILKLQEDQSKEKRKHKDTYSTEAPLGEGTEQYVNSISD
* marks the source's active call; other numbers are inactive results; i = inactive; x = no result given; & = joins results of further samples.

no.	canonical_smiles	ATG4B inhibitor	GRIN3A LBD mod	MPTP block	PfGluPho inh	SENP1 FRET inh	hIAP act	SENP8 block	SENP6 inh
1	O=C(CSc1nccc(=O)[nH]1)NCc1ccco1	-6	0	1.9	3	-1	1.1	14	9
2	CC1=C(C(=O)OC(C)C)C(c2c(O)ccc3ccccc23)NC(=O)N1 (configuration not stated)	-3	0	-0.2	-5	1	0.92	7	1
3	COc1ccc(NC(=O)CC2SC(=Nc3ccccc3)NC2=O)cc1 (configuration not stated)	-3	-1	-2.7	-4	-1	1.1	24	-4
4	COc1ccc(S(=O)(=O)n2cnc3cc(C)c(C)cc32)cc1C	-6	4	4.9	6	1	0.91	12	2
5	CCN(Cc1ccccc1)Cc1c(F)cccc1F	2	2	-1.5	9	0	1.1	4	-10
6	Cc1ccc(CNC(=O)c2nnn(CC(=O)Nc3cccc(C)c3C)c2N)cc1	-1	-4	-0.5	-2	1	1.1	11	-6
7	CC(C)(C)c1ccc(COc2ccsc2C(=O)O)cc1	-2	-1	-0.1	-36	3	1	12	2
8	CCCNC(=O)NC(=O)COC(=O)c1cccc(NS(=O)(=O)c2ccc(F)c(F)c2)c1	4	-5	2.2	-20	0	0.83	-8	0
9	O=C(Nc1ccc2c(c1)OCO2)C1CCN(C(=O)c2ccc(Br)cc2)CC1	-6	-3	1.4	9	1	1	13	-2
10	COc1ccc(C2N=C(N)N=C(N)N2c2ccccc2)cc1OC (configuration not stated)	-1	-8	-0.2	-1	1	1	5	-13
11	Cc1cc(C(=O)CSc2nn3c(=O)c(C(C)(C)C)nnc3s2)c(C)n1C	4	0	0.2	-14	2	1.1	11	-7
12	Cc1ccc(Cl)cc1N1CCN(C(=O)c2ccc(NS(=O)(=O)c3c(C)noc3C)cc2)CC1	-3	0	1.2	-43	3	1.1	31	-15
13	O=C(N/N=C/c1ccc(N2CCOCC2)s1)c1ccccc1Br	-5	-2	0.8	10	3	0.94	-1	2
14	CCc1nnc(SCC(=O)Nc2ccc(F)cc2)o1	-3	-2	0.2	0	3	1	3	-4
15	COc1ccc(C(C)NC(=O)c2ccoc2C)cc1OC (configuration not stated)	6	-1	-1.0	-3	0	0.87	18	-10
16	COc1ccc(OC)c(CCNC(=O)C(=O)Nc2ccc3nc4n(c(=O)c3c2)CCCCC4)c1	-4	-1	0.3	0	1	1	-1	6
17	COc1cc(OC)c2c(-c3cccc(-c4ccoc4)c3)cc(=O)oc2c1	-10	2	1.0	32	-5	x	-57	x
18	Cc1cccc(NC(=O)CNC(=O)c2ccco2)n1	-9	0	-0.1	-3	-1	0.9	10	5
19	COc1cc(-c2nnc(-c3cc(OC)c(OC)c(OC)c3)o2)cc(OC)c1OC	-3	1	-1.9	10	2	0.94	i	-8
20	Cc1nc2c(C)cccn2c(=O)c1NC(=O)c1cccs1	-1	0	-0.1	-6	2	1.2	-14	-5
21	CCCNC(=O)C1(CC2CC(c3ccccc3)=NO2)CCN(C(=O)C2(C)CC2)CC1 (configuration not stated)	-9	-1	-2.3	9	2	1	20	-11
22	CCOC(=O)C1=C(c2ccccc2)NC(=O)NC1c1ccc(OC)cc1OC (configuration not stated)	7	0	1.1	17	0	0.94	10	18
23	CCOC(=O)C1(Cc2ccc(Cl)cc2)CCN(C(=O)c2ccoc2)CC1	-2	-2	-2.5	9	-1	1	8	2
24	CCCOc1cccc(C(=O)NC(=S)Nc2ccc(N3CCN(C)CC3)cc2)c1	-4	-1	76*	11	1	0.8	13	-16
25	Cc1cc(C(=O)N2CCN(S(=O)(=O)c3ccccc3)CC2)c(C)o1	6	-1	-1.3	-9	1	1.2	14	-6

Next part
no.	canonical_smiles	ATG4B inhibitor	GRIN3A LBD mod	MPTP block	PfGluPho inh	SENP1 FRET inh	hIAP act	SENP8 block	SENP6 inh
26	CC(C)[C@H](NC(N)=O)C(=O)Nc1ccc(F)c(Cl)c1	-2	1	-0.2	-13	1	1	11	0
27	O=[N+]([O-])c1cn(-c2nc(-c3ccco3)cc(C(F)(F)F)n2)cn1	-12	0	0.5	-7	0	0.96	-2	1
28	COc1cc2c(cc1OC)-c1n[nH]c(=S)n1C(C)(C)C2	1	-2	0.3	34	1	1	-17	-4
29	Cc1ccc(S(=O)(=O)/N=C2/NC(=O)/C(=C/c3cc([N+](=O)[O-])ccc3O)S2)cc1	19	28*	-0.6	12	27	0.72	15	-2
30	Cn1c(=NC(=O)C2CCN(S(=O)(=O)c3cccs3)CC2)sc2ccccc21	-3&-13	-9&0	1.0&-0.1	0&2	-1&-1	1.2	2&2	4
31	CCN(c1ccccc1)S(=O)(=O)c1cc(NC(=O)Nc2ccccc2C#N)ccc1Cl	-13	4	96*	4	0	0.94	-10	9
32	O=C(NC1CCS(=O)(=O)C1)c1cc(-c2ccccc2)nc2ccccc12 (configuration not stated)	-19	-1	-2.7	-10	-1	0.91	-20	-14
33	Cn1cnnc1SCC(=O)Nc1ccccc1C(=O)NC1CCCC1	-7	-2	-1.2	-12	0	0.95	-3	-7
34	CCOC(=O)c1c(N/N=C/c2ccncc2)n[nH]c1C	6	2	0.8	-8	-1	0.85	10	-11
35	O=C(CN1C(=O)COc2ccc(S(=O)(=O)N3CCCC3)cc21)Nc1cccc(F)c1	8	2	1.0	-17	1	1.1	2	3
36	Cc1csc(NC(=O)CSc2nnc(-c3cccs3)n2C)n1	-6	8	-1.3	0	1	1.1	28	-14
37	Cc1oc(/N=C/c2ccc3c(c2)OCO3)c(C#N)c1C	-2	-1	-1.5	-3	-10	1	6	-2
38	O=C(NCc1ccco1)c1cc(-c2cccs2)nc2ccccc12	0	-3	0.4	12	-4	1	-408	8
39	CC(C)(C)c1nnc(NS(=O)(=O)c2ccc(F)cc2)s1	6	-2	-0.9	50	1	x	19	x
40	O=C(c1ccco1)N1CCN(Cc2nnc(-c3ccccc3)o2)CC1	-9	12*	-0.3	7	2	1.1	0	6
41	O=C(NCCc1ccc(Cl)cc1)Nc1ccc(F)cc1	-6	4	0.9	4	-1	1.1	1	-11
42	COc1ccc(OC)c(/C=C/C(=O)Oc2ccc(C(C)=O)cc2)c1	3	-1	-2.4	16	-42	1.1	-305	-7
43	Cc1cc(C)c(NC(=O)CN2CCN(C)CC2)c(C)c1	0	-1	-1.1	8	0	1.1	-1	-5
44	COc1ccccc1N(C)S(=O)(=O)c1ccc(C(=O)N(C)Cc2cccc(F)c2)cc1	x	x	-0.5	4	0	x	3	x
45	O=C(Nc1nccs1)c1cncc(Br)c1	-11	-1	-2.8	12	-2	1.1	-27	-8
46	CC(=O)c1sc(NC(=O)CCOc2ccccc2)nc1C	-12	1	2.5	3	0	1.2	11	-1
47	Oc1ccc(Cn2ccnc2)c2cccnc12	3	-2	0.9	-14	0	1.4	15	-5
48	O=C(Nc1ncc(Cl)cc1Cl)c1c(F)cccc1Cl	5	-1	-0.2	16	-38	1.1	-33	-17
49	CCOC(=O)C1=C(COC(=O)C(CC)c2ccccc2)NC(=O)NC1C (configuration not stated)	-63	2	-2.3	0	-2	0.97	13	7
50	O=C(CCNS(=O)(=O)c1ccc(Br)s1)NCc1ccccc1Cl	12	-2	1.6	12	2	1.1	3	-9

Next section
no.	canonical_smiles	ATG4B inhibitor	GRIN3A LBD mod	MPTP block	PfGluPho inh	SENP1 FRET inh	hIAP act	SENP8 block	SENP6 inh
51	O=C(NC(=S)Nc1ccccc1O)c1ccccc1Cl	5	-4	0.7	-1	1	1	16	1
52	COc1cc2oc3cc(C#Cc4ccc(N)cc4)ccc3c(=O)c2cc1OC	-2	-3	-0.1	1	-26	0.99	-470	6
53	CCn1ccnc1CN1CCCC(C(=O)c2ccc3cc(OC)ccc3c2)C1 (configuration not stated)	12	-3	2.6	1	3	1.2	-160	-16
54	O=C(NCc1ccco1)c1cc(S(=O)(=O)N2CCOCC2)c(Cl)cc1Cl	-4	0	-0.1	5	-6	x	19	x
55	CCCN(Cc1ccccc1)C(=S)Nc1ccc(F)cc1	6	1	0.4	-6	0	1	3	2
56	c1ccc(-c2csc3ncnc(-n4cnc5ccccc54)c23)cc1	2	-1	0.2	-13	2	0.98	-38	-3
57	O=P(O)(O)c1cc(-c2ccccc2)oc1-c1ccccc1	-2	-1	0.2	-8	1	1.1	-406	3
58	CN(C)CC(C)(C)CNc1ccc(S(=O)(=O)N2CCCC2)cn1	-8	1	-1.3	-4	-1	1.1	-4	-1
59	COc1ccc(CCNC(=O)CSc2nc3[nH]ncc3c(=O)n2-c2ccc(Br)cc2)cc1OC	-11	-2	0.4	21	0	1.2	10	9
60	CC12CCC(=O)N1C(C(=O)Nc1ccc(F)cc1)CS2 (configuration not stated)	0	-3	-1.0	8	0	0.85	12	15
61	COc1ccc(/C=C/C(=O)NC(=S)NNC(=O)c2cccs2)cc1	2	-19	6.3	-21	-3	1.6	-20	-13
62	O=C(NCc1ccc(Cl)cc1)c1cc2ccccc2oc1=O	-4	-1	0.5	-14	-1	0.9	-236	0
63	N/C(CC(=O)Nc1ccc(F)cc1F)=N\OC(=O)c1cccs1	1	-1	0.5	-9	0	0.97	12	-12
64	Cc1c(C(=O)NCCc2ccc(Cl)cc2)sc2nc3n(c(=O)c12)CCC3	-2	-1	0.0	-15	0	1.1	6	-17
65	COc1ccc(CN2CCN(Cc3ccon3)CC2CCO)c(C)c1C (configuration not stated)	-5	-1	1.5	15	1	1	15	17
66	N#Cc1c(N)c(C#N)c(-c2ccc3c(c2)OCO3)c2c1CCCC2	5	-5	-1.0	-29	-34	0.86	-295	-4
67	OCC[C@H]1C[C@@H](O)[C@H](O)[C@]2(Cc3ccccc3O2)O1	-10	-2	-1.6	4	0	1.1	13	5
68	CN(C)c1cccc(C(=O)Nc2cccc(S(=O)(=O)NC3=NCCC3)c2)c1	-4	-3	-0.2	8	0	1.2	-306	-13
69	O=C(c1nc2ncccn2n1)N1CCN(c2ccc(F)cc2)CC1	10	0	-0.2	-12	3	0.9	18	-1
70	CCN1C(=O)C(Cc2nc3ccccc3c(=O)n2C)c2ccccc21 (configuration not stated)	2	0	1.1	-6	0	1.2	5	-4
71	CCc1ccccc1NC(=O)/C(=C/c1ccco1)c1ccccc1	24	-3	5.2	31	-19	0.94	-36	-4
72	CC(C)(Oc1ccc(Cl)cc1)C(=O)Nc1ccc2oc(-c3ccncc3)nc2c1	8	-3	-1.2	-7	0	1.1	-469	-20
73	CC(=O)Nc1ccc(NC(=O)c2ccnn2C)cc1	6	0	1.6	-2	1	1.2	1	13
74	CCCCOc1cccc(C(=O)NNC(=S)NC2CCCCC2)c1	10	-4	6.2	-38	0	2	24	-25
75	COc1cc(/C=C2/SC(=S)N(Cc3ccccc3)C2=O)ccc1O	12	20*	5.2	-48	-29	0.96	29	49

Entries of single compounds, quoted from the list:
O=C(NCc1ccco1)c1cc(-c2cccs2)nc2ccccc12 as listed: ATG4B inhibitor: 0; GRIN3A LBD mod: -3; MPTP block: 0.4; PfGluPho inh: 12; SENP1 FRET inh: -4; hIAP act: 1; SENP8 block: -408; SENP6 inh: 8
CCCOc1cccc(C(=O)NC(=S)Nc2ccc(N3CCN(C)CC3)cc2)c1 as listed: ATG4B inhibitor: -4; GRIN3A LBD mod: -1; MPTP block: 76*; PfGluPho inh: 11; SENP1 FRET inh: 1; hIAP act: 0.8; SENP8 block: 13; SENP6 inh: -16

Other records:
no.	canonical_smiles	ATG4B inhibitor	GRIN3A LBD mod	MPTP block	PfGluPho inh	SENP1 FRET inh	hIAP act	SENP8 block	SENP6 inh
76	S=c1[nH]nc(-c2ccco2)n1/N=C/C=C/c1ccco1	7	2	2.7	27	6	0.9	22	-5
77	Cc1ccc(C(=O)NC(=S)NCc2ccccc2)cc1	13	0	-1.0	13	0	1.1	24	14
78	CCC(C)c1ccc(OCC(=O)Nc2ccc3c(c2)C(=O)NC3=O)cc1 (configuration not stated)	-6	1	0.2	8	0	1.2	-45	5
79	CCN(CC)c1ccc(S(=O)(=O)N2CCOCC2)cc1NC(=O)CSc1n[nH]c(N)n1	-6	2	1.1	5	-1	1.2	14	-8
80	Cc1ccc(CNC(=O)/C(C#N)=C/c2ccc(C)s2)cc1	-2	2	-1.6	8	-1	0.94	12	-8
